Assay outcomes as filed in PubChem.
Lamin A splicing: qHTS Assay for Modulators of Lamin A Splicing | HeLa LMNA splicing GFP/RFP minigene ratio, 48 h | Potency, µM (series often up to 46.1 µM), for the others: at the top dose ratio change, negative = inhibition, actives largely listed as inhibitors | hit rate 0.01% among 200,000; active = well fitted inhibition curve with a large enough effect in the signal ratio, with a control signal flat, not every such curve was filed as active; inconclusive = small, poorly fitted or top-dose-only effect, or effect the other way, or a change in a side signal; the % refers to the signal ratio; also: potency is read from the fitted curve at half-maximal effect; % is scaled to controls: 0 for no effect and ±100 for the full control effect
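S3 HeLa cells stably expressing lamin A-EGFP splicing minigene plus DsRed2, 600 cells/well, 48 h compound exposure at 37C. Laser-scanning cytometry; analysed as GFP (500-530 nm)/RFP (575-640 nm) total intensity ratio; 0.5% DMSO vehicle.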
GAA glycogen mod: qHTS Assay for Inhibitors and Activators of Human alpha-Glucosidase Cleavage of Glycogen | recombinant GAA, glycogen substrate, Amplex Red glucose oxidase fluorescence | Potency, µM (top dose mostly 76.4 µM), for the others: at the highest dose activity change, negative = inhibition, hits mostly inhibitors | AID 2100, 2009 | hit rate 0.38% among 300,000 | Lysosomal alpha-glucosidase (Homo sapiens), P10253;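 also: potency is read from the fitted curve at half-maximal effect; 0% = full enzyme reaction and -100% = no-enzyme basal signal; the screen sought inhibitors and activators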
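Recombinant human alpha-glucosidase (4 nM final) hydrolysed bovine liver glycogen (30 ug) for 40 min at 37 C in pH 5.0 citrate/phosphate with 0.01% Tween-20. Released glucose detected by glucose oxidase/Amplex Red, Ex 573/Em 610 nm. Compounds up to 77 uM; AC50 from Hill fits.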
CBFb-RUNX1 inh: qHTS Assay for Compounds Blocking the Interaction Between CBF-beta and RUNX1 for the Treatment of Acute Myeloid Leukemia. AlphaScreen CBFb-His/RUNX1-biotin binding, biochemical. 230,000 tested, under 10 active. AID 1477, 2009. Runt-related transcription factor 1 (Homo sapiens) + Core-binding factor subunit beta …. Potency, µM (top dose mostly 59.8 µM), for inactives: top-dose activity, negative = inhibition, most hits filed as inhibitors; also: % of control where 0% means no effect
Target sequence (Q01196 whole entry, looked up): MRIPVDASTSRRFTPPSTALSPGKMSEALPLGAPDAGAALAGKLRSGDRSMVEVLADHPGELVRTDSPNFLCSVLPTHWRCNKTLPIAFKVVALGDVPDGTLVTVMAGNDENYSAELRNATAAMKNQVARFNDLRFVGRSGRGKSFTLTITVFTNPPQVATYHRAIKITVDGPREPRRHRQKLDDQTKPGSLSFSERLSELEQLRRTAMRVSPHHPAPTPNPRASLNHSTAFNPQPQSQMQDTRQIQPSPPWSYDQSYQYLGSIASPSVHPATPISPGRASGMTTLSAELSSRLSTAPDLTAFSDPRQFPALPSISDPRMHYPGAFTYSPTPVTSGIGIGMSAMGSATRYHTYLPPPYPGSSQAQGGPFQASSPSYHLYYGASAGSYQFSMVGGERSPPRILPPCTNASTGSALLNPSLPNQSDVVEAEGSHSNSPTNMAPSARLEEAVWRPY
Target sequence (Q13951 whole entry, looked up): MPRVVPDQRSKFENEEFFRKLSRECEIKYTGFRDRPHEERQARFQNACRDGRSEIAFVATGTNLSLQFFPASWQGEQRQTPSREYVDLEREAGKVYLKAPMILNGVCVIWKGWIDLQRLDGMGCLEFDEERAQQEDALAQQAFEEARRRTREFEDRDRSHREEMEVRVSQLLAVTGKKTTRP
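Inhibition was taken as any reduction in AlphaScreen signal from the CBF-beta–RUNX1 pair (His and biotin tags, 30 nM each), measured after compound (15 min) and bead (90 min) incubations at room temperature.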
GAA inh: qHTS Assay for Inhibitors of Human alpha-Glucosidase as a Potential Chaperone Treatment of Pompe Disease. hit rate 0.005% among 200,000. purified human GAA, 4-MU-alpha-glucoside fluorescence. Lysosomal alpha-glucosidase (Homo sapiens), P10253. Potency, µM (top dose mostly 76.9 µM), inactives show at the top dose activity change, negative = inhibition, usual class: inhibitors;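 also: potency is read from the fitted curve at half-maximal effect; plate controls were uninhibited enzyme wells for no effect and no-enzyme background for full effect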
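Read-out is 4-methylumbelliferone fluorescence (Ex 365/Em 440 nm) after NaOH/glycine stop at pH 10. Enzyme 4 nM, substrate 400 uM, pH 5.0 citrate buffer, 20 min room temperature; AC50 from Hill-equation concentration-response.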
aGlu spleen mod: qHTS Assay for Inhibitors and Activators of Human alpha-Glucosidase From Spleen Homogenate. Potency, µM (doses to about 79.9 µM), for the others: top-dose activity change, negative = inhibition, most hits filed as inhibitors. Lysosomal alpha-glucosidase (Homo sapiens), P10253. human spleen homogenate, 4-MU-alpha-glucoside fluorescence. AID 2112, 2009. hit rate 0.006% among 240,000;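 also: potency is read from the fitted curve at half-maximal effect; 0% = enzyme with vehicle and -100% = no enzyme basal signal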
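Enzyme source: human spleen homogenate, 1 ug/well. Buffer 50 mM citric acid/K phosphate pH 5.0, 0.01% Tween-20. 4-MU-alpha-glucoside 1 mM; 37 C x 40 min; NaOH/glycine stop; fluorescence.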
HttQ103 aggreg: qHTS Multiplex Assay to Identify Dual Action Probes in a Cell Model of Huntington: Aggregate Formation (GFP) | PC12 HttQ103-GFP aggregates, Acumen cytometry, 40 h | Potency, µM (doses to about 46.1 µM), for inactives: top-dose activity change, negative = inhibition, usual class: inhibitors | hit rate 1.1% among 220,000 | AID 1688, 2009; also: potency is read from the fitted curve at half-maximal effect; % is scaled to controls: 0 for no effect and ±100 for the full control effect; nearly all actives have a fitted effect of over 60% in size
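Using laser scanning cytometry, GFP-positive aggregates were counted after lysis of PC12 cells induced with 100 nM tebufenozide to express HTT exon 1 Q103–GFP. Compounds were tested in titration.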
HTT ATP protect: qHTS Multiplex Assay to Identify Dual Action Probes in a Cell Model of Huntington: Cytoprotection (ATP); PC12 HTT-Q103 induced, cytoprotection, ATP luminescence, 40 h; Potency, µM (series often up to 56.4 µM), for inactives: cytoprotection (ATP increase), most hits filed as activators; hit rate 0.14% among 230,000; AID 1471, 2008;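 also: potency is read from the fitted curve at half-maximal effect; % of control where 0% means no effect; nearly all actives have a fitted effect of over 45% in size; toxic huntingtin expression switched on by the ecdysone agonist tebufenozide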
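Cells were plated at 1500 per well in phenol red-free DMEM with 5% equine and 5% calf serum. Tebufenozide (100 nM final) and compounds were added, then ATPlite reagent, and luminescence was read.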
Starred values were filed as active, the others as inactive; ? = inconclusive; nt = not tested or not shown; & = joins results of further samples; [ ] = remark or other dose. Unless noted, calls follow the shape of the dose curve; as a rule, active = well fitted curve in the direction sought with a large enough effect; inconclusive = small, poorly fitted or top-dose-only effect, or another doubt; inactive = no such curve, though single readings can be large; an effect the other way counts as inactive or inconclusive.

nr	smiles	aGlu spleen mod	GAA inh	GAA glycogen mod	HTT ATP protect	HttQ103 aggreg	CBFb-RUNX1 inh	Lamin A splicing
1	O=C(C(=O)N1CCCc2ccccc21)N1CCCc2ccccc21	-3%	0%	7%	16%[10 µM]	5%	-20%	-7%
2	COCCN(C(=O)CCCC(=O)Nc1ccccn1)C(C(=O)NC1CCCC1)c1ccc(C)cc1 (centres undefined)	8%	-8%	-1%	-7%	-7%	13%	?
3	Cc1ccc(NC(=O)CN2C(=S)NC(C)(C)CC2C)cc1Cl (centres undefined)	-12%	-11%	-15%	-35%	5%	4%	-12%[9.22 µM]
4	Cc1ccccc1NS(=O)(=O)c1cc(C(=O)N2CCCC2)ccc1C	-10%	3%	3%	-3%[0.074 µM]	-3%	20%	-9%
5	Cc1c(NC2(c3nnnn3-c3ccc(Br)cc3)CCCCC2)c(=O)n(-c2ccccc2)n1C	-14%	-3%	?	-8%	7%	3%	5%
6	Cn1cnnc1SCC(=O)Nc1ccccc1C(=O)NC1CCCC1	-2%	-4%	5%	-5%[10 µM]	12%	3%	4%
7	CC(C)[C@H](NC(=O)c1ccco1)C(=O)OCC(=O)Nc1ccccc1OC(F)F	-8%	1%	7%	-14%	4%	-14%	8%[46 µM]
8	O=C(CN1CCCC1)N1CCCc2ccccc21	4%	?	19%	0%[10 µM]	-2%[9.22 µM]	1%	-8%[46 µM]
9	CC(C)CCNC(=O)NC(=O)CN1C(=O)NC2(CCCCC2)C1=O	-8%	-6%	9%	16%[10 µM]	1%	3%	-2%
10	CCOC(=O)c1sc(-c2ccc(C(F)(F)F)cc2)nc1O	5%	nt	1%	-4%[10 µM]	-15%[9.22 µM]	18%	nt
11	[O-]/[N+](=C\c1ccc(OC(F)F)cc1)c1ccccc1	-6%	2%	5%	-17%	13%	-1%	-4%
12	c1ccn2c(Cc3nnc4ccccn34)nnc2c1	-4%	1%	10%	-7%	24%	7%	0%
13	O=S(=O)(Nc1ccccc1N1CCCCC1)c1cccs1	0%	-2%	-8%	18%[10 µM]	11%[9.22 µM]	19%	11%[46 µM]
14	Cc1cc(C(=O)N/N=C/c2cccs2)n[nH]1	2%	-4%	1%	-41%[inhibitor]	2%	11%	-7%[46 µM]
15	O=S(=O)(NC1CCN(Cc2ccccc2)CC1)c1cccc(S(=O)(=O)N2CCOCC2)c1	-16%	-8%	-2%	5%[10 µM]	2%	10%	-10%
16	Cn1c(=O)cc(C(=O)N/N=C/c2ccc(F)cc2)[nH]c1=O	4%	nt	?	34%[10 µM]	3%[9.22 µM]	18%	nt
17	Cc1nc(N)sc1N=Nc1ccc(F)cc1	-2%	-15%	-27%	-17%	-4%[9.22 µM]	-19%	16%
18	O=C(COc1ccc(S(=O)(=O)N2CCCC2)cc1Cl)NC1CC1	-3%	2%	-4%	-18%[10 µM]	0%	11%	-13%
19	CCS(=O)(=O)N1CCC(NC(=O)c2ccco2)CC1	4%	0%	3%	0%	5%	6%	6%
20	Cc1ccnc(NC(NC(=O)C(C)C)(C(F)(F)F)C(F)(F)F)c1	6%	-6%	0%	nt	-10%	-3%	-7%
21	CCc1ccc(NC(=O)COC(=O)CN2C(=O)COc3ccccc32)cc1	-2%	-8%	0%	-15%	11%	0%	6%
22	Cc1cccc(NC(=O)c2sccc2-n2cccc2)c1C	7%	3%	-5%	-7%	-8%	-1%	8%
23	COc1cc(Cl)c(CC(=O)c2c[nH]c3ccccc23)cc1OC	4%	3%	-4%	0%&26%[10 µM]	-3%[9.22 µM]	12%	nt
24	Nc1nc(NCc2ccccc2)nc(NCc2ccccc2)c1[N+](=O)[O-]	3%	2%	3%	3%[10 µM]	-10%	-3%	1%
25	O=C(CCS(=O)(=O)c1ccc(Br)cc1)Nc1ccc(Br)cc1F	-5%	-6%	11%	8%[10 µM]	-4%	-22%	6%
26	O=C(OCc1ccc2c(c1)OCO2)c1cccc(S(=O)(=O)N2CCCCC2)c1	-6%	-11%	-1%	1%	-5%	22%	23%
27	COc1cccc(NCCC(=O)c2cccc([N+](=O)[O-])c2)c1	-5%	3%	12%	-6%[10 µM]	-10%[9.22 µM]	-28%	?
28	CCC(CC)C(=O)Nc1ccc(C)cc1O	-1%	1%	-21%	2%[10 µM]	-7%[9.22 µM]	-6%	nt
29	CC1(C)Cc2nc3sc(C(=O)O)c(N)c3cc2CS1	11%	-7%	-11%	-9%	-8%	-11%	nt
30	CC(=O)Oc1ccccc1C1C[C@]2(C)CC(=O)NC2N1C(C)=O (some centres undefined)	2%	nt	-5%	11%[10 µM]	-1%[9.22 µM]	18%	nt
31	OCCNc1c2ccccc2nc2c(F)c(F)c(F)c(F)c12	9%	6%	23%	1%[10 µM]	?	3%	?
32	CCOC(=O)c1[nH]c(C)c(C(=O)N2CCc3ccccc32)c1C	0%	-8%	-1%	-77%[inhibitor]	?	-6%	?
33	O=C(Cn1cnc([N+](=O)[O-])n1)N/N=C/c1cccc2ccccc12	-9%	1%	2%	8%[10 µM]	-17%	-11%	-4%
34	CCC(CC)C1C(C#N)=C(N)Oc2n[nH]c(-c3ccccc3)c21 (centres undefined)	-5%	-2%	6%	-11%	24%	-1%	-9%
35	CC(C)N1CC(C(=O)O)CC1=O (centres undefined)	-5%	1%	0%	13%	6%	-1%	10%
36	N=C1/C(=C\c2ccc(SCc3ccccc3)o2)C(=O)N=C2SC=NN12	-4%	-6%	-4%	-23%	-17%	-3%	nt
37	CCOC(=O)CN(c1ccccn1)S(=O)(=O)c1ccc(OC)cc1	4%	-3%	-11%	-9%	3%	2%	nt
38	Cc1ccc(C(=O)NC2(O)C(=O)c3ccccc3C2=O)cc1C	3%	nt	-4%	-3%[10 µM]	-17%[9.22 µM]	3%	nt
39	O=C(CSc1ccc(C(F)(F)F)cc1[N+](=O)[O-])NCCOc1ccccc1	4%	3%	-4%	1%[10 µM]	-9%	-4%	-11%
40	CC(C)CC1=NC(C(F)(F)F)(C(F)(F)F)c2c(n(CC(C)C)c(=O)[nH]c2=O)N1	-8%	1%	3%	-4%[10 µM]	-21%	4%	-13%
41	CN(C)CC(O)CN1C(=O)NC(C)(C)C1=O (centres undefined)	-12%	10%	24%	14%[10 µM]	4%[9.22 µM]	4%	?
42	CCCn1nnnc1SCC(=O)NCc1ccccc1	3%	0%	0%	?	-8%	1%	0%
43	Cc1cccc(C#Cc2ccccc2)n1	8%&-13%&-1%	nt	nt	-131%[inhibitor]	nt	3%	?
44	COc1ccccc1OCC(=O)NCCc1nc2ccccc2[nH]1	0%	-5%	3%	-5%	-6%	-2%	0%
45	Cc1ccccc1C(=O)NCCCc1ccccc1	-3%	-2%	-6%	nt	-2%	6%	5%

3 entries out of the list above, arranged by the number in GAA inh, low to high:
nr | mol | GAA inh
19 | CCS(=O)(=O)N1CCC(NC(=O)c2ccco2)CC1 | 0%
12 | c1ccn2c(Cc3nnc4ccccn34)nnc2c1 | 1%
41 | CN(C)CC(O)CN1C(=O)NC(C)(C)C1=O (centres undefined) | 10%

Following part:
nr	smiles	aGlu spleen mod	GAA inh	GAA glycogen mod	HTT ATP protect	HttQ103 aggreg	CBFb-RUNX1 inh	Lamin A splicing
46	Fc1cnc(N2CCN(c3ccccc3)CC2)nc1N1CCN(c2ccccc2)CC1	6%	?	2%	1%[10 µM]	5%	-13%	5%
47	O=C(O)c1ccccc1N/N=C\c1ccnc2ccccc12	0%	?	?	-89%[inhibitor]	-11%	-8%	20%
48	CCCCNC(=O)/C(C#N)=C/c1ccc(-c2ccc(S(=O)(=O)N3CCOCC3)cc2)o1	-6%	2%	-4%	nt	11%	1%	?
49	Cc1cccn2c(=O)c3cc(C(=O)NCc4ccco4)c(=N)n(CCc4ccccc4)c3nc12	3%	nt	-11%	-12%[10 µM]	-25%[9.22 µM]	12%	nt
50	NN1C(=O)NC(c2ccccc2)(c2ccccc2)C1=O	4%	1%	1%	?	0%	6%	nt
51	CCCNC(=S)Nc1ccccc1	-3%	nt	2%	9%[10 µM]	-4%[9.22 µM]	2%	nt
52	COc1ccc2nc(NC(=O)c3cccs3)sc2c1	4%	nt	2%	-31%[10 µM]	4%[9.22 µM]	5%	nt
53	CC(CC1C(C#N)=C(N)SC(N)=C1C#N)c1ccccc1 (centres undefined)	0%	-7%[15.4 µM]	-9%	-18%[10 µM]	?	-1%	-10%
54	CCOC(=O)C1=C2NC(=O)c3ccccc3N2C(=O)C1	3%	-7%	-24%	?	-10%	8%	nt
55	N#Cc1cc(C(=O)c2ccccc2O)cn(-c2nccs2)c1=O	-1%	?	8%	nt	15%	0%	11%
56	O=[N+]([O-])c1cccc(-c2ccc(/C=N/NC(=S)Nc3cccc(F)c3)o2)c1	0%	nt	-2%	18%[10 µM]	35%[9.22 µM]	-20%	nt
57	CC(C)(C)C(=O)Nc1sc(-c2ccccc2)cc1C(=O)O	-2%	nt	5%	30%[10 µM]	-3%[9.22 µM]	-10%	nt
58	CNC(=O)NC(=O)C(C)OC(=O)c1cc2c(s1)CCCCC2 (centres undefined)	5%	0%	-7%	-5%[10 µM]	-9%	-1%	-5%
59	N[C@@H](CCC(=O)N[C@H](CSN=O)C(=O)NCC(=O)O)C(=O)O	9%	nt	nt	nt	nt	-3%	?

Looked up above:
Result of #41 under aGlu spleen mod: -12%
Result of #57 under HTT ATP protect: 30%[10 µM]
